# Screening results: PubChem BioAssay, several laboratories
# Rad51 HR inh: blocks human Rad51 in homologous recombination. Q06609. AID 1385. hit rate 0.085% among 200,000. hRad51 DNA strand exchange, fluorescence dequenching. inhibition, % at 10 µM;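 active = inhibition above 40% at the single screening dose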;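 also: 0% = DMSO control wells and 100% = blanks with heterologous ssDNA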
#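 Material: human Rad51–ssDNA filaments; Probe or stimulus: labelled 47-mer dsDNA for strand exchange; Doses: single 10 µM dose; Incubation: 37 °C 15-min filament assembly, 30-min compound preincubation, 15-min exchange; Technique: FRET fluorescence dequenching, excitation 485 nm, emission 520 nm; Measure: Fluorescence-based percent inhibition, control- and blank-normalised; Benchmarks: plate control and blank wells.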
# 14-3-3 Bad PPI: disrupts binding of bovine 14-3-3 zeta to phospho-Bad peptide | inhibition, % at 21.7 µM | hit rate 0.71% among 220,000 | AID 781 | P63103 | TR-FRET 14-3-3zeta/Dy647-pBad peptide displacement, 1 h;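 active = inhibition above about 70%, limit read from the data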;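 also: 0% = full 14-3-3 plus peptide FRET controls and 100% = background without 14-3-3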
# Cl transport mod: modulates chloride dependent transport by human KCC2; AID 1456; Q9H2X9; KCC2 cells, thallium flux FluoZin-2 fluorescence; B-score of Tl+ flux slope (higher = more flux/activation; lower = inhibition) at 10 µM; hit rate 2.2% among 190,000;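 active = thallium flux slope and its plate-corrected score both differing from the plate sample mean at a set confidence after two filtering rounds, in either direction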;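 also: slope of fluorescence scaled to starting intensity during 10 to 20 s after thallium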
# Furin inh: blocks human furin protease activity; P09958; purified furin, fluorogenic substrate cleavage; inhibition, % at 30 µM; hit rate 0.061% among 220,000; in the data active = inhibition above about 25%; also: inactives centre near -15
# Target sequence (P09958 108-714 limits assumed): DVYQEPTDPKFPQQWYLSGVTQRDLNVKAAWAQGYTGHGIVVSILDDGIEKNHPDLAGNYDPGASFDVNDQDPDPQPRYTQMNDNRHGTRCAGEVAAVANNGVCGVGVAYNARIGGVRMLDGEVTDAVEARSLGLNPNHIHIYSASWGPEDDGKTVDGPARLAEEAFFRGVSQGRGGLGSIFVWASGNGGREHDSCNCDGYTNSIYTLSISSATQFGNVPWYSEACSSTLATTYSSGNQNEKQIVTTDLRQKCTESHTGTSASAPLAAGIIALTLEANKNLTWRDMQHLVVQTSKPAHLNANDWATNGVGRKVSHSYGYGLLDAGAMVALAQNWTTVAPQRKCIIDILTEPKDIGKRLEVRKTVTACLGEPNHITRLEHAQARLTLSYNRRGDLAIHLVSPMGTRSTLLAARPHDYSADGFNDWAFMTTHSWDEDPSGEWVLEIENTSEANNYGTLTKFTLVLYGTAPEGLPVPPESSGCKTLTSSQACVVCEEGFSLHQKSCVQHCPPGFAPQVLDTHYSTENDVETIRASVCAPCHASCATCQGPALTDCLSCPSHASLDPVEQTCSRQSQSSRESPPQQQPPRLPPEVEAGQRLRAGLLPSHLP
# Thrombin inh: thrombin (human) inhibition | P00734 | alpha-thrombin, Boc-VPR-AMC fluorogenic substrate cleavage | inhibition, % at 5 µM | hit rate 0.26% among 220,000 | AID 1046;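 active = inhibition at or above 40%; inactive = inhibition below 40%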;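 also: 0% = enzyme with no compound and 100% = wells without enzyme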
#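 System: human alpha-thrombin protein; Compound dosing: one concentration per compound, 5 µM, with 0.2% DMSO; Timing: reaction at room temperature; Technique: AMC fluorescence, 355/460 nm; Controls: enzyme without compound as high, wells lacking enzyme as low.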
# hK5 inh: kallikrein 5 (human) inhibition; inhibition, % at 5 µM; recombinant hK5, fluorogenic AMC substrate cleavage; hit rate 0.59% among 210,000; AID 873;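 active = inhibition of 40% or more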;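 also: 0% = enzyme controls without compound and 100% = no-enzyme blanks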
# eIF4E-4G inh: blocks eIF4E binding to eIF4G. P63073+Q04637. hit rate 0.37% among 220,000. AID 782. TR-FRET eIF4E-eIF4GI(517-606) binding, 2 h. inhibition, % at 21.7 µM;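 also: 0% = full FRET control wells and 100% = background wells lacking eIF4GI fragment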
# EBV gp42 block: blocks Epstein-Barr virus glycoprotein 42 binding | Q1HVG2 | Fluorescence polarization binding assay, mP read-out | inhibition, % (tested at 21.74 µM) | hit rate 0.42% among 220,000 | AID 1085; in the data active = inhibition above about 50%
# p47phox inh: p47phox (human) inhibition. hit rate 0.53% among 220,000. P14598. inhibition, % at 24.7 µM. AID 1274. p47phox/p22phox peptide binding, fluorescence polarization, 2 h;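 also: 0% = p47phox with labelled peptide and 100% = labelled peptide alone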
# Target sequence (P14598 whole entry, looked up): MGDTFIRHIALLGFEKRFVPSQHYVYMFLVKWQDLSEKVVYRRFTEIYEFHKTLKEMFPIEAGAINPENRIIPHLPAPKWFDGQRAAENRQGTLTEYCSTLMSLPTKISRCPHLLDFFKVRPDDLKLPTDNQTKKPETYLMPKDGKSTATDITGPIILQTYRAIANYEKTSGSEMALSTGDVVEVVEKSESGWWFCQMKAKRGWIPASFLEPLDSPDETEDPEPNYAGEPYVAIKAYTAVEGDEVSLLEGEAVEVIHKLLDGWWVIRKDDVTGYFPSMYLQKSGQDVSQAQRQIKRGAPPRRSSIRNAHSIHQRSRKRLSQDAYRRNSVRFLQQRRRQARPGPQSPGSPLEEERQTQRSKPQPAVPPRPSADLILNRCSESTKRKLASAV
# Active calls of the source: *; i = inactive; x = not tested or not shown; [ ] = another dose, or the depositor's remark.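 The calls were made as follows, unless noted: active = inhibition above about 30% (limit read from the data); inactive = the rest.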
SMILES,Rad51 HR inh,14-3-3 Bad PPI,Cl transport mod,Furin inh,Thrombin inh,hK5 inh,eIF4E-4G inh,EBV gp42 block,p47phox inh
CCOC(=O)C1CCN(C(=O)CC2C(=O)N(Cc3ccccc3)C(C)c3nc4ccccc4n32)CC1 (centres undefined),1,0,1.2,-23,0,3,2,-1,-7
CN(C)S(=O)(=O)c1cccc(NC(=O)COC(=O)c2ccc3c(c2)OCO3)c1,-3,-10[fluorescence artefact?],0.018,-2,-7,-15,3,-2,-4
COc1ccc(NC(=O)CN2CCN(CC(=O)Nc3ccccc3F)CC2)c(OC)c1,19,-4,x,-3,0,-20,9[fluorescence artefact?],-20,6
Brc1ccc(C=Nc2ccc3c(c2)OCCOCCOCCO3)s1,-69,10,0.28,-22,-2,-5,5,-3,-3
C=CCNC(=O)CCCCC(=O)NCC=C,8,-18,-0.047,-18[20 µM],0,-32,-3[fluorescence artefact?],-8,-18
C/C(=N\NC(=O)C(=O)Nc1cc(C)ccc1C)c1ccncc1,4,-3,0.069,-8,0,2,-4,-12,-7
CCN(CC)CCN(CC)Cc1ccccc1Br,11,16,-1.5,-13,7,0,1[fluorescence artefact?],-12,7
CCOc1ccc(Nc2oc(Cc3ccccc3)nc2C#N)cc1,6,-10,-1.1,-9[20 µM],-7,-12,7,-22,-4
CCOC(=O)c1ccc(NC(=O)CC2S/C(=N/N=C3/NC(=O)CS3)NC2=O)cc1 (centres undefined),x,4,-0.37,-9,6,13,0,-6,x
CCOC(=O)Cn1nc2sc3ccccc3n2c(=O)c1=O,-14,-4,0.23,-23,-6,3,2,-11,4
COc1cccc(NC(=S)N(CCc2c(C)[nH]c3ccc(C)cc23)Cc2cccs2)c1,x,-8[fluorescence artefact?],0.87,-8,0,-3,1[fluorescence artefact?],-18,-25
Cc1ccc(Sc2ncccc2C(=O)O)cc1C,7,-6,-0.65,-8,-7,-2,-2,0,-13
Cc1ccc(-c2n[nH]c(=S)n2/N=C/C=C/c2ccccc2[N+](=O)[O-])cc1,0,48[fluorescence artefact?],x,-17[20 µM],-2,17,-4[fluorescence artefact?],7,-27
CCCCC(c1nnnn1C1CCCC1)N1CCN(C2CCCC2)CC1 (centres undefined),11,68[fluorescence artefact?],x,-18,1,-11,10,-20,-6
CC(Sc1nc(N)cc(=O)[nH]1)C(=O)Nc1cccc(Cl)c1 (centres undefined),-2,-7,1.4,-11,-7,-17,3,-13,-11
O=C(NCCc1ccc(S(=O)(=O)N2CCCC2)cc1)c1cccs1,-6,3,-0.24,-17,4,9,3,-12,-13
CCn1nnc(NC(=O)c2cccnc2)n1,-2,10[fluorescence artefact?],-0.21,-1,0,12,5[fluorescence artefact?],-7,-7
COC(=O)c1ccc(OCC(O)CN(CC(C)C)CC(C)C)cc1 (centres undefined),-6,-2[fluorescence artefact?],-2.4,-28,-6,-20,-5,-19,-46
COC(=O)c1ccc(NC(=O)CSCc2ccccc2C)cc1,5,6,-0.61,7[20 µM],9,1,-2,-9,-5
O=C(CSc1ncn(-c2ccccc2)n1)Nc1ccc2c(c1)OCCO2,-1,-4,-0.3,-20,-7,-1,4,-18,-6
COC(=O)C1=C(C)N(CCc2c[nH]c3ccc(OC)cc23)C(=O)C1,-32,-3,0.41,9,2,-11,-2,-7,-1
O=C1CCC([N+](=O)[O-])C(c2cccc(Br)c2)N1 (centres undefined),2,-25[fluorescence artefact?],0.74,-9,-4,-19,3,-21,-4
NC(=O)C1(N2CCCCC2)CCN(C(=S)Nc2cccc(Cl)c2)CC1,13,-6,-3.3,-2,-1,-6,-22,-12,-3
O=C(NNc1ccccc1[N+](=O)[O-])Nc1ccc(F)cc1,17,-11[fluorescence artefact?],-0.23,-6,1,-7,10,-6,-3
CC(=O)Nc1c(O)c2ccccc2[nH]c1=O,2,-11,-0.19,-24,-5,5,-5,1,5
S=c1[nH]nc(-c2ccco2)n1/N=C/c1cccc(Cl)c1,x,-4,9.2*,-20,-6,1,7,-8,3
O=C(NCc1cccs1)C1CCCN(S(=O)(=O)c2ccc(Br)s2)C1 (centres undefined),-2,7[fluorescence artefact?],0.53,1[20 µM],7,-11,-1[fluorescence artefact?],-14,-12
CC(C)c1ccccc1NC(=O)COc1ccc2c(=O)c(Oc3ccc4ccccc4c3)coc2c1,1,-16,-1.1,-20,-5,-6,1[fluorescence artefact?],-28,-31
COc1c(F)c(F)c(C(=O)O)c(Nc2ccccc2C)c1F,x,27,-3.6,-20,0,-7,1,-7,-10
COC(=O)c1sc(SC)c(-c2ccon2)c1C,-26,-5,-1.1,-12,-8,-2,-2,-3,3
Fc1ccc(N=C2NN=C(c3cc(F)ccc3F)CS2)cc1,-1,5,1,-18,-12,-11,-6,3,-11
COc1cccc(C2CCCCN(C)C2=O)c1 (centres undefined),-17,2,0.66,-11,-1,1,-2,-4,8
CC(C)CC(=O)N=C1SC2CS(=O)(=O)CC2N1Cc1ccccc1Cl (centres undefined),-8,-2,-0.22,-19,-6,1,11,-12,-5
N#Cc1ccc(N/N=C/c2cn(-c3ccccc3)nc2-c2ccccc2)c([N+](=O)[O-])c1,1,8,-1.7,-4,-8,-10,6,-9,51*
Fc1ccc(-c2csc(-c3ccncc3)n2)cc1,19,14,-1.2,-16,4,-12,0,1,2
Cc1cc(/C=N/NC(=O)CC2(C)OCCO2)c(C)n1-c1ccc(Cl)c(Cl)c1,-2,0,-0.27,0[20 µM],2,-1,0[fluorescence artefact?],-21,3
CC(/C=C/c1ccco1)=N/NC(=O)c1ccccc1Cl,-22,-10,-0.33,-8[20 µM],3,-9,-8[fluorescence artefact?],-5,-5
N#C/C(=C\c1ccc(N2CCOCC2)o1)c1nc2ccccc2[nH]1,i,-35[fluorescence artefact?],i,-24[20 µM],4,-10,-10[fluorescence artefact?],-282,-273
O=C(N/N=C/c1cccc([N+](=O)[O-])c1)c1cccs1,-2,5[fluorescence artefact?],-0.029,0,1,0,4,1,-9
CC(C)(C)C1CCC(C(=O)Nc2ccccc2)CC1 (centres undefined),3,8,-0.29,-18[20 µM],-3,-1,0,-8,-9
Cc1ccccc1NC(=O)c1ccc(NC(=O)c2ccco2)cc1,4,7[fluorescence artefact?],x,-8[20 µM],2,-10,0,-22,0
CCOC(=O)NN1C(=O)c2ccccc2NC1c1ccc(OC)cc1 (centres undefined),6,-5,0.42,-33,-6,-17,2[fluorescence artefact?],0,7
COc1cc(/C=N/O)ccc1Oc1ccc([N+](=O)[O-])cc1[N+](=O)[O-],21,-14,-1.3,-27,4,-8,0,-6,2
CC1=C(C(=O)N2CCOCC2)C(c2cccs2)NC(=O)N1 (centres undefined),4,15[fluorescence artefact?],1.9,-26,-3,-1,-3,-19,0
CCOc1ccc2[nH]c(=O)c(CN(CCO)C(=O)c3ccccc3F)cc2c1,-2,-1,0.46,-24,-6,-9,7,-1,-8
CSc1nc2ccc3nc(NC(=O)c4ccccc4)sc3c2s1,-2,21,-0.17,-13,-7,-78,0[fluorescence artefact?],-3,0
CC(Sc1ccc(Cl)cc1)C(=O)NCc1ccc2c(c1)OCO2 (centres undefined),4,3,-0.26,-14[20 µM],-5,6,-1,-21,-5
Cc1cc(C)nc(Nc2n[nH]c(COc3cccc4ccccc34)n2)n1,x,-16,1.6,-17[20 µM],3,6,-2,-15,5
Cc1cc(CNC(=O)C(C)n2nc(C)c([N+](=O)[O-])c2C)c2ccccc2n1 (centres undefined),6,-10,-0.5,-35,x,-1,0,-5,-4
Cc1cc([N+](=O)[O-])ccc1NC(=O)C1CCCO1 (centres undefined),3,14,-0.037,-14,-6,-12,29,-9,-9
CNC(=O)NC(=O)CSc1nc2cc(C(=O)OC)ccc2c(=O)n1-c1ccccc1,3,4,0.76,-8,-3,-17,-16,-16,5
CN(/N=C/c1ccncc1)c1cnn(-c2ccc(F)c(Cl)c2)c(=O)c1Cl,5,58[fluorescence artefact?],x,1,3,-6,-30[fluorescence artefact?],14,5
CCOC(=O)c1cn(-c2nc(-c3ccc(Cl)cc3)cs2)c2c(F)c(N3CC(C)OC(C)C3)c(F)cc2c1=O (centres undefined),5,2,0.077,-27[20 µM],-1,-1,2,-9,-4
CCC(C)(C)n1nnnc1CN(Cc1cc2cc(OC)ccc2[nH]c1=O)C1CCCC1,3,8,0.011,-37,-3,9,-8,-15,-14
Clc1ccc(OCCN2CCOCC2)cc1Cl,-2,60[fluorescence artefact?],-0.94,-2[20 µM],-3,1,0,-11,-4
CCOc1ccc(N=C2Sc3nc4ccc(C)cc4cc3CN2CCOC)cc1,14,10,-0.13,-12,2,-12,2,4,-2
O=C(CSCc1ccc(Cl)cc1)NN=C1CCCC1,11,-2[fluorescence artefact?],0.4,-14,-5,-12,4,-3,-2
CC1(C)CC(=O)C(C=NCCC2=CCCCC2)=C(O)C1,5,-1,x,-19,-9,-32,4,-20,-5
CCOc1ccc(CNCc2ccc(C(=O)O)cc2)cc1OC,17,-4,0.51,-21,-2,-2,1,10,-6
CN(C(=O)COC(=O)c1ccccc1NC(=O)c1ccco1)C1CCS(=O)(=O)C1 (centres undefined),0,-10,0.098,-25,-28,-5,1,0,7

# 3 entries already listed, ordered by heavy-atom count, smallest number first.
SMILES,Rad51 HR inh,14-3-3 Bad PPI,Cl transport mod,Furin inh,Thrombin inh,hK5 inh,eIF4E-4G inh,EBV gp42 block,p47phox inh
O=C(CSCc1ccc(Cl)cc1)NN=C1CCCC1,11,-2[fluorescence artefact?],0.4,-14,-5,-12,4,-3,-2
CC1(C)CC(=O)C(C=NCCC2=CCCCC2)=C(O)C1,5,-1,x,-19,-9,-32,4,-20,-5
CN(C(=O)COC(=O)c1ccccc1NC(=O)c1ccco1)C1CCS(=O)(=O)C1 (centres undefined),0,-10,0.098,-25,-28,-5,1,0,7

# Returning to the listing, starting 3 compounds before the break.
SMILES,Rad51 HR inh,14-3-3 Bad PPI,Cl transport mod,Furin inh,Thrombin inh,hK5 inh,eIF4E-4G inh,EBV gp42 block,p47phox inh
CC1(C)CC(=O)C(C=NCCC2=CCCCC2)=C(O)C1,5,-1,x,-19,-9,-32,4,-20,-5
CCOc1ccc(CNCc2ccc(C(=O)O)cc2)cc1OC,17,-4,0.51,-21,-2,-2,1,10,-6
CN(C(=O)COC(=O)c1ccccc1NC(=O)c1ccco1)C1CCS(=O)(=O)C1 (centres undefined),0,-10,0.098,-25,-28,-5,1,0,7
O=C(O)CCC(=O)Nc1ccc(S(=O)(=O)N2CCCC2)cc1,4,1,0.54,-4,-4,-6,-10,5,3
O=C(NCc1ccccn1)c1n[nH]c(=O)c2ccccc12,5,-4,x,-13,-7,-6,1,-5,-1
O=C(CSc1ncccn1)Nc1ncc(C(F)(F)F)cc1Cl,-12,-2,0.67,-8,-3,3,3,-10,-7
Cn1c(CNC(=O)c2cccs2)nnc1SCC(=O)Nc1ccc(Cl)cc1,-9,-11,-0.45,-9[20 µM],-1,-13,0[fluorescence artefact?],-12,0
O=C(Nc1ccc(O)cc1)/C(=C\c1ccncc1)NC(=O)c1ccccc1,-2,17,-0.6,-10,2,8,2,1,10
COc1ccc(C(=O)Nc2ccccc2C(=O)NC(C)C)cc1OC,2,-16[fluorescence artefact?],x,-16[20 µM],-10,-13,8[fluorescence artefact?],2,-5
CC1(C)CC(CC(=O)NC(=S)Nc2ccc([N+](=O)[O-])cc2)C(=O)O1 (centres undefined),6,2,0.64,-19[20 µM],2,1,-4,-21,-9
CCCOC(=O)c1ccc(NC(=O)C2C3CCC(C3)C2C(=O)O)cc1 (centres undefined),x,12,0.34,-12,-6,-17,5,-2,4
CSc1nc2ccc3nc(NC(=O)c4ccc(Cl)s4)sc3c2s1,-2,-1,x,-15,8,13,6,13,-1
